MrgX1 agonist: agonists of human MrgX1 receptor | Q96LB2 | MrgX1-HEK293 cells, Fluo-4 calcium fluorescence, agonist mode; active compounds read high | B-score at 10 µM | hit rate 0.44% among 310,000 | AID 588627;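 active = calcium response B-score plate-corrected fluorescence ratio at least 3 library SD, with starting fluorescence B-score inside 5 SD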
Target sequence (Q96LB2 whole entry, looked up): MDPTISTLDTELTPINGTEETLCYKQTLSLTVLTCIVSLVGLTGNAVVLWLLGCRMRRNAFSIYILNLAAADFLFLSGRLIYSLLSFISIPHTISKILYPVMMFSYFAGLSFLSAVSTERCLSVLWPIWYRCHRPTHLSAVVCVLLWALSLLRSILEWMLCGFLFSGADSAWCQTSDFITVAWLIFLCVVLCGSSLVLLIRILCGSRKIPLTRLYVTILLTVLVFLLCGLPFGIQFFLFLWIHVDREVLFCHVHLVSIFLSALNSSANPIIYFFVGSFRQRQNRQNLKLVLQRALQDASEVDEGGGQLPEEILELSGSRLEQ
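System – MrgX1-expressing HEK293 cells · Incubation – cells plated overnight, dye loaded 0.5 h 37 °C, 0.5 h room temperature · Technique – kinetic Fluo-4 NW fluorescence of intracellular calcium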
KCNK9 block: inhibitors of human KCNK9 two-pore domain potassium channel; Q9NPC2; HEK293 KCNK9, FluxOR thallium flux fluorescence; active compounds read low; B-score at 10 µM; hit rate 1.2% among 310,000;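 active = ratio B-score over 3 SD below the library mean, with starting fluorescence within 5 SD of its mean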;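 note: negative B-score means less thallium flux so channel inhibition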
MrgX1 PAM: allosterically activates human MrgX1 receptor signaling; AID 588675; hit rate 0.63% among 310,000; MrgX1-HEK293, Fluo-4 calcium flux, FDSS; active compounds read high; Q96LB2; B-score at 10 µM;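 active = plate-corrected calcium response at least 3 library SD above typical, normal starting fluorescence, not activating the receptor alone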;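 note: compound read alongside a low EC10 to EC30 dose of BAM8-22 agonist; peak minus trough fluorescence over baseline measured at the second addition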
hERG rescue: shields human hERG channel from block by proarrhythmic agents; Q12809; CHO-hERG, FluxOR thallium flux, dofetilide IC70 present; activation (rescue from dofetilide block), less the hit threshold, % at 10 µM; hit rate 0.51% among 310,000; AID 1511;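 active = activation above the mean of controls blocked by dofetilide plus 5 SD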;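 note: thallium influx through hERG after potassium depolarization seen as dye fluorescence rise; in these data hits start at about 4.7%; inactives centre near -7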
KCNQ1 block: human KCNQ1 channel inhibition; B-score at 10 µM; CHO-K1 KCNQ1, FluxOR thallium flux fluorescence; active compounds read high; AID 2642; P51787; hit rate 1.3% among 310,000;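 active = compounds whose thallium flux B-score, printed positive for inhibition, exceeds three library SD while starting fluorescence stays within three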;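 note: channel opened by potassium depolarization with thallium stimulus after 20 min compound exposure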
ANO1 block: mouse TMEM16A channel inhibition, primary screen; Q8BHY3; HEK293 TMEM16A/YFP iodide influx fluorescence, ionomycin; normalized B-score (activity score, 25-100; higher = stronger inhibition) at 10 µM; hit rate 1.2% among 310,000; AID 588511;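 active = ratio plate-corrected score three or more library SD toward inhibition, starting fluorescence score within five deviations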;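 note: score derived from kinetic fluorescence span divided by baseline fluorescence per well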
RGS4 inh: inhibitors of human RGS4. HEK293 M3R/RGS4 inducible, Fluo-4 calcium flux; active compounds read high; triggered by carbachol at its EC20. B-score at 10 µM. hit rate 0.45% among 310,000;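 active = B-score, a plate-corrected calcium signal, over three deviations above library mean, with baseline fluorescence within five deviations of library mean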;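 note: RGS4 expression induced by doxycycline in cells with stable M3 receptor; B-score is computed from the integrated fluorescence ratio over baseline after carbachol; higher B-score means a larger calcium signal and so more RGS4 inhibition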
Target sequence (P49798 whole entry, looked up): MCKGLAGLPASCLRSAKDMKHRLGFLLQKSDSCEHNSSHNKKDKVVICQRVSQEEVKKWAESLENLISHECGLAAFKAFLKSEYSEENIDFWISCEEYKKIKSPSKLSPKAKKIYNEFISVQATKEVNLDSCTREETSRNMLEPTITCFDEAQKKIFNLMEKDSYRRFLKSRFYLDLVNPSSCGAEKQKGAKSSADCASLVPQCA
TMEM16A act: activators or potentiators of mouse TMEM16A chloride channel; Q8BHY3; HEK293 TMEM16A/YFP-H148Q/I152L, iodide quench fluorescence; active compounds read low; B-score at 10 µM; hit rate 0.3% among 340,000; AID 623877;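 active = fluorescence-ratio B-score plate-corrected deviation score at least 3 library SD below zero, with starting fluorescence score within 5 deviations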;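 note: channel opened by trigger with iodide after compound preincubation; score built on the fluorescence ratio of max minus min over baseline; more negative score means more quench and so TMEM16A activation or potentiation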
KCNQ1 pot: human KCNQ1 channel potentiation or activation | AID 2648 | B-score at 10 µM | hit rate 0.35% among 310,000 | CHO-K1 KCNQ1, thallium flux FluxOR fluorescence; active compounds read high;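 active = fluorescence ratio B-score, a plate-corrected score, at least three library SD, with initial intensity B-score within 5 SD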
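Assay system: CHO-K1 cells stably expressing KCNQ1. Medium: assay buffer for compound exposure, DMSO matched across wells. Timing: 37 °C overnight plating, 90-min dark dye load, 20-min compound pretreatment. Signal: kinetic FluxOR fluorescence, 10 s baseline plus 110 s post-stimulus.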
KCNK3 inh: human KCNK3 channel inhibition, primary screen; hit rate 0.84% among 340,000; B-score at 10 µM; CHO-KCNK3 thallium flux, FluxOR fluorescence; active compounds read low; O14649;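 active = B-score under library mean minus 4 SD, starting fluorescence ratio at most library mean plus 5 SD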;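 note: more negative B-score means stronger inhibition of thallium flux through KCNK3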
Target sequence (O14649 whole entry, looked up): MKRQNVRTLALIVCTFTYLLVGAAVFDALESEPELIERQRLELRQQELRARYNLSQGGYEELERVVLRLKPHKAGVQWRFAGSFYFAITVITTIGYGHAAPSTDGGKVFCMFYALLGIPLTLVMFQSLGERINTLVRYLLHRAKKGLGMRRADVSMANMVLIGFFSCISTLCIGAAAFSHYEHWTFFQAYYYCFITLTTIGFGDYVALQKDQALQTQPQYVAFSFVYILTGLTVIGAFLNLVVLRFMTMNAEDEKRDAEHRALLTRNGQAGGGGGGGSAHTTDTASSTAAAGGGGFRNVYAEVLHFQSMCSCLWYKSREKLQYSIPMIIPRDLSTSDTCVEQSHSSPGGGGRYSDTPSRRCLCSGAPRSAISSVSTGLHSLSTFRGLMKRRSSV
RGS4 pot: potentiators or activators of RGS4; HEK293 M3R/inducible RGS4, carbachol calcium flux Fluo4; active compounds read low; B-score at 10 µM; hit rate 0.92% among 310,000;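 active = B-score of the integrated calcium signal more than 4 SD below the library mean, with starting fluorescence not abnormally high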;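 note: negative B-score means reduced calcium response which marks RGS4 activation or potentiation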
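Material: M3R-expressing HEK293 line, RGS4 induced by doxycycline | Schedule: Overnight RGS4 induction, 30 min dye load 37 °C, 20 min compound RT | Measured by: Fluo4 fluorescence kinetic imaging of calcium | Read-out: Integrated calcium ratio converted to B score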
* = called active by the depositor; i = inactive.

Order of values – MrgX1 agonist, KCNK9 block, MrgX1 PAM, hERG rescue, KCNQ1 block, ANO1 block, RGS4 inh, TMEM16A act, KCNQ1 pot, KCNK3 inh, RGS4 pot
(1) CCCNC(=O)N1CCC(c2nc3ccccc3s2)CC1
→ i, i, i, -8.8, i, i, i, i, i, i, i
(2) Cc1ccc(S(=O)(=O)N(Cc2ccc(C(F)(F)F)cc2)C(=O)N2CCN(C)CC2)cc1
→ i, i, i, -5.5, i, i, i, i, i, i, i
(3) O=CN1CCC(=O)N(Cc2ccccc2)c2ccccc21
→ i, i, i, -11.3, i, i, i, i, i, i, i
(4) CNS(=O)(=O)c1cccc(C(=O)NC2CCCc3ccccc32)c1 (centres undefined)
→ i, i, i, -4.5, i, i, i, i, i, i, i
(5) CCCS(=O)(=O)N1CCN(Cc2ccc3c(c2)c2ccccc2n3CC)CC1
→ i, i, i, -9.1, i, i, i, i, i, i, i
(6) C=CCN1c2ccccc2[C@]23C[C@@H](C(=O)OC)N=C2NC(C(=O)OC)=C(C(=O)OC)[C@H]13
→ i, i, i, -3.9, i, i, i, i, i, i, i
(7) CCc1nc2c(C#N)c(-c3ccc(Cl)cc3)ccn2n1
→ i, i, i, -1.4, i, i, i, i, i, i, i
(8) Cc1ccc2c(CC(=O)NC3CCS(=O)(=O)C3)coc2c1C (centres undefined)
→ i, i, i, -1.6, i, i, i, i, i, i, i
(9) COc1cccc(C(=O)N2CCn3c2nc2ccccc23)c1
→ i, i, i, -13.4, i, i, i, i, i, i, i
(10) Cc1nnc(NC(=O)CC(C)c2ccccc2)s1 (centres undefined)
→ i, i, i, -14.6, i, i, i, i, i, i, i
(11) Cc1cccc(N(Cc2cc3ccccc3[nH]c2=O)C(=O)c2cccs2)c1
→ i, i, i, -10.2, i, i, i, i, i, i, i
(12) CCCC(C)(C)NC(=O)CCCCC(=O)NC(C)(C)CCC
→ i, i, i, -8.4, i, i, i, i, i, i, i
(13) Cc1ccc(NC(=S)N2CCN(c3ccccc3F)CC2)c(C)c1
→ i, i, i, -0.9, i, i, i, i, i, i, i
(14) CC(C)OC(=O)c1cc(NC(=S)Nc2ccc([N+](=O)[O-])cc2)cc(C(=O)OC(C)C)c1
→ i, i, i, -17.5, 10*, i, i, i, i, i, i
(15) O=C(NC(=S)Nc1ccc(Cc2ccncc2)cc1)c1ccccc1
→ i, i, i, -4.2, i, i, i, i, i, i, i
(16) Cc1cccc(NC(=O)CCN2CCN(C/C=C/c3ccccc3)CC2)c1
→ i, i, i, -9.7, i, i, i, i, i, i, i
(17) CCOC(=O)CSc1nnc(-c2ccc(Cl)cc2Cl)o1
→ i, i, i, -19.0, i, i, i, i, i, i, i
(18) COc1ccc(NC(=O)c2ccco2)cc1S(=O)(=O)N1CCCCC1
→ i, i, i, -5.6, i, i, i, i, i, i, i
(19) CC(=O)c1c(C)[nH]c(C(=O)CSc2ncnc3sc(-c4ccccc4)cc23)c1C
→ i, i, i, -7.0, i, 25*, i, i, i, i, i
(20) COc1ccc(CCNC(=O)CSc2c[nH]c3ccccc23)cc1OC
→ i, i, i, -13.5, i, i, i, i, i, i, i
(21) CCOc1ccc(NC(=O)CN(c2ccc([N+](=O)[O-])cc2)S(=O)(=O)c2ccccc2)cc1
→ i, i, i, -9.5, 6*, i, i, i, i, i, i
(22) O=C(NCc1cccs1)c1cnc2sccn2c1=O
→ i, i, i, -6.9, i, i, i, i, i, i, i
(23) CCOc1nc(-c2ccccc2)ncc1Oc1ccccc1
→ i, i, i, -6.5, i, i, i, i, i, i, i
(24) O=C(c1sc2ccccc2c1Cl)N1CCN(c2ccc(F)cc2)CC1
→ i, i, i, -0.6, i, i, i, i, i, i, i
(25) COc1ccc(C(=O)NC(C)c2nnc(SCC(=O)Nc3nc4ccccc4s3)n2C)cc1 (centres undefined)
→ i, i, i, -7.9, i, i, i, i, i, i, i
(26) CCCc1nc2oc3ccccc3c(=O)c2c(=O)n1-c1ccccc1
→ i, i, i, -2.9, i, i, i, i, i, i, i
(27) CCOC(=O)CNC(=O)CSc1nnc(Cn2cnc3ccccc32)n1C
→ i, i, i, -6.0, i, i, i, i, i, i, i
(28) COc1ccc(C(=O)Nc2ccc3ccccc3c2)c(OC)c1
→ i, i, i, -9.5, i, i, i, i, i, i, i
(29) COc1ccc(NC(=O)CSc2nc(N)c(C#N)cc2C#N)cc1
→ i, i, i, -5.6, i, i, i, i, i, i, i
(30) CCCSc1nc(-c2ccccc2)cc(C(F)(F)F)c1C#N
→ i, i, i, -6.4, i, i, i, i, i, i, i
(31) CCCN(CC1CC1)C(=S)NC(=O)c1ccc(S(=O)(=O)N2CCOCC2)cc1
→ i, i, i, -5.3, i, i, i, i, i, i, i
(32) CC(C)C(c1nnnn1Cc1ccc(F)cc1)N1CCSCC1 (centres undefined)
→ i, i, i, -4.5, i, i, i, i, i, i, i
(33) CCNC(=S)/N=C(/Nc1ccccc1)Nc1nc(C)cc(C)n1
→ i, i, i, -7.7, i, i, i, i, i, i, i
(34) CCOP(=O)(OCC)C(NC(=O)Nc1ccccc1)c1ccccc1 (centres undefined)
→ i, i, i, -9.1, i, i, i, i, i, i, i
(35) O=C(c1ccc2c(=O)n(CC3CCCO3)c(=S)[nH]c2c1)N1CCN(c2ccccc2)CC1 (centres undefined)
→ i, i, i, -6.0, i, i, i, i, i, i, i
(36) COc1ccc(CNC(=O)c2c(O)c3cc(OC)c(OC)cc3[nH]c2=O)cc1OC
→ i, i, i, 0.2, i, i, i, i, i, i, i
(37) Cc1ccc(-c2nnc(-c3ccncc3)n2-c2ccc(C)cc2)cc1
→ i, i, i, -13.4, i, i, i, i, i, i, i
(38) CCC1CCCCN1CCN1C(=O)C2C(C(=O)Nc3ccc(OC)cc3)C3C=CC2(O3)C1C(=O)NC1CCCCC1 (centres undefined)
→ i, i, i, -7.7, i, i, i, i, i, i, i
(39) O=C(O)CCC(=O)N1N=C(c2ccccc2)CC1c1ccc2c(c1)OCO2 (centres undefined)
→ i, i, i, -5.3, i, i, i, i, i, i, i
(40) COc1cc(OC)c(C(=O)Nc2ncn[nH]2)cc1OC
→ i, i, i, -8.1, i, 100*, i, i, i, i, i
(41) COc1cccc(-n2nnc3c(=O)n(CC(=O)N4CCCCC4)cnc32)c1
→ i, i, i, -9.8, i, i, i, i, i, i, i
(42) COc1ccc(N2CC(C(=O)Nc3ccc(N4CCOCC4)cc3)CC2=O)cc1 (centres undefined)
→ i, i, i, -10.8, i, i, i, i, i, i, i
(43) C#CCNC(=O)C1=C[C@@H](C2CCCCC2)[C@H](CCCO)[C@@H](OCC)O1
→ i, i, i, -3.5, i, i, i, i, i, i, i
(44) CC(=O)c1ccc(N2CCN(S(=O)(=O)c3ccc4c(c3)NC(=O)CO4)CC2)cc1
→ i, i, i, -7.4, i, i, i, i, i, i, i
(45) CCC(=O)Nc1nc(C)nc(C)c1C(C)=O
→ i, i, i, -4.5, i, i, i, i, i, i, i
(46) Cc1ccccc1C(=O)N/C(=C/c1ccc(-c2cccnc2Cl)o1)C(=O)NCCCN1CCN(C)CC1
→ i, i, i, -14.7, i, i, i, i, i, i, i
(47) CCN1CCCC(NC(=O)c2scc3c2CCCC3)C1 (centres undefined)
→ i, i, i, -8.9, i, i, i, i, i, i, i
(48) Cc1sc(NC(=O)C2C3CCC(C3)C2C(=O)O)c(C(N)=O)c1-c1ccc(C(C)(C)C)cc1 (centres undefined)
→ i, i, i, -13.3, i, i, i, i, i, i, i
(49) CC1(C)CC(=O)C(C2c3ccccc3Oc3ccccc32)C(=O)C1
→ i, i, i, -5.0, i, i, i, i, i, i, i
(50) CCN(CC)C(=O)Cn1cc(C(=O)C(=O)N2CCN(Cc3ccc4c(c3)OCO4)CC2)c2ccccc21
→ i, i, i, -12.2, i, i, i, i, i, i, i
(51) O=C(NCc1ccccc1)c1cccc(COc2cc(Cl)ccc2Cl)c1
→ i, i, i, -13.2, i, i, i, i, i, i, i
(52) O=C(N/N=C\c1c(O)ccc2ccccc12)c1ccc(S(=O)(=O)N2CCCCC2)cc1
→ i, i, 19.6*, -15.2, 6*, i, i, i, i, i, i
(53) CSCC[C@H](NC(=O)c1cc2c([nH]c3ccccc32)c(-c2ccccc2)n1)C(=O)O
→ i, i, i, -9.1, i, i, i, i, i, i, i
(54) Cc1cc(C(=O)N/N=C/c2cc(Br)ccc2OC(=O)c2ccccc2Cl)n[nH]1
→ i, i, i, -21.8, i, i, i, i, i, i, i
(55) Cc1cc2n(n1)C(c1sccc1C)Nc1c(C)cccc1-2 (centres undefined)
→ i, i, i, -6.0, i, i, i, i, i, i, i
(56) O=C1/C(=C\c2cccnc2)CCc2ccccc21
→ i, i, i, -5.8, i, i, i, i, i, i, i
(57) Cc1ccc2nc(-c3ccccn3)cc(C(=O)Nc3ccc(S(=O)(=O)N4CCOCC4)cc3)c2c1
→ i, i, i, -6.9, i, i, i, i, i, i, i
(58) O=C(C1CCC(=O)N(C2CCCC2)C1)N1CCN(Cc2cccc(F)c2)CC1 (centres undefined)
→ i, i, i, -6.7, i, i, i, i, i, i, i
(59) Cc1ccc(OCC(=O)Nc2ccncc2)c(C)c1
→ i, i, i, -8.7, i, 25*, i, i, i, i, i
(60) COc1cc(/C=C/C(=O)OCC(=O)Nc2cc(S(=O)(=O)N(C)C)ccc2Cl)ccc1O
→ i, i, i, -7.3, i, i, i, i, i, i, i
(61) COc1ccc(N/C=C/C(=O)c2ccc(Cl)cc2)cc1
→ i, i, i, -7.2, i, i, i, i, i, i, i
(62) O=C(C1CCCO1)N1CCC(c2nc3ccccc3[nH]2)CC1 (centres undefined)
→ i, i, i, -12.3, i, i, i, i, i, i, i
